UTI89 phage lysis: inhibition of K1F phage lysis, E. coli UTI89, bacterial capsule biogenesis inhibitors, alamar blue (AID 488966); E. coli UTI89 K1F phage lysis, alamar blue, 2 h; higher % means a stronger effect; inhibition, % at 100 µM, or IC50 in µM where a hit was titrated; 0.02% of 340,000 active;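 active means phage lysis inhibition, versus mean bacterial control, above a set limit; inconclusive means no clear call, values can overlap the other calls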;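 further: capsule biogenesis inhibitors block K1F phage lysis so surviving cells raise fluorescence; higher fluorescence means more inhibition of phage lysis; actives were called in the ten point dose series up to 300 µM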
T cell modulator: modulators of CD8 T cell-vesicle binding, primary screen, mouse 2C CD8+ T cells, flow cytometry; calls only at 7 µM; 2C CD8+ T cell-vesicle binding; stronger effect = lower value; 0.068% of 330,000 active; AID 2052, 2009;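 active means response, share of CD8 T cells binding vesicles, and their 90th percentile fluorescence all below set limits, cut at about 80% in these data, passing the limit was not always enough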
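Also added: QL9-peptide-loaded Drosophila micro-vesicles bearing Ld, ICAM-1 and B7-1; Test system: purified 2C TCR transgenic mouse naive CD8+ T cells; Measured by: cytometric PE anti-B7-1 and Alexa647 anti-CD8 signals after 1% paraformaldehyde fixation; Timing: binding step 1.5 h, 37 °C, antibody labelling 20 min, ice.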
Salmonella PhoP GFP: inhibitors of PhoP regulon expression, primary screen, Salmonella Typhimurium, GFP reporter (AID 1863); inhibition, % at 50 µM; hits with a dose series show IC50 in µM; S. Typhimurium PhoP-regulated promoter GFP reporter, 4 h; higher % means a stronger effect; 0.16% of 300,000 active;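 active means inhibition over 29.93%, a cutoff 3 SD above the screen mean, later confirmed by dose response; inconclusive means inhibition over 29.93% but no dose response follow-up; inactive means inhibition at most 29.93% or unconfirmed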;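 further: 0% = low Mg2+ inducing control and 100% = high Mg2+ repressing control; strong numbers were not always called active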
Large T inhibition: SV40 large T antigen inhibitors, biochemical (AID 1903); inhibition, % at 20 µM, or IC50 in µM where a hit was titrated; 0.39% of 310,000 active; SV40 large T antigen ATPase/helicase inhibition assay; higher % means a stronger effect; in the data active means a potency from the dose series; inconclusive means inhibition mostly from about 32% at the one dose, without a potency; inactive means the rest, 99 in 100 with inhibition below about 32%; further: strong numbers were not always called active
RSV antiviral HEp-2: RSV antiviral activity via CPE protection, HEp-2 cells, primary 10 µM value included (AID 2391); 0.13% of 310,000 active; HEp-2 cells, RSV-induced CPE inhibition; higher % means a stronger effect; CPE inhibition, % at 10 µM; hits with a dose series show IC50 in µM; in the data active means a potency from the dose series; inconclusive means CPE inhibition mostly from about 23% at the one dose, without a potency; inactive means the rest, 99 in 100 with CPE inhibition below about 21%; further: strong numbers were not always called active
Rac1 GTP hydrolysis: MgcRacGAP GTPase-activating activity inhibitors, confirmation, biochemical, ADP Hunter fluorescence | MgcRacGAP-stimulated Rac1 GTP hydrolysis, ADP Hunter fluorescence; higher % means a stronger effect; GST-tagged Rac1 F28L mutant substrate | Rac GTPase-activating protein 1 (Homo sapiens) | inhibition, % at 30 µM; hits with a dose series show IC50 in µM | 0.6% of 340,000 active;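 active means first-screen hits whose inhibition reached a set limit at any dose in the follow-up dose series; inconclusive means inhibition above the set first-screen limit but never retested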;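 further: fluorescence reports GDP produced by GAP-driven GTP hydrolysis; strong numbers were not always called active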
NTR1 ag: agonists of NTR1, primary screen, imaging, U2OS cells, beta-arrestin-GFP, high content (AID 493036); 0.17% of 330,000 active; Neurotensin receptor type 1 (Homo sapiens), P30989; NTR1-U2OS beta-arrestin-GFP spot imaging, agonist mode; activation, % at 20 µM;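 active means activation at or above 40% of the spot to cytoplasm intensity ratio, with at least 20 cells analyzed; inconclusive means wells under 20 cells, flagged as cytotoxic or low count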;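 further: 0% = DMSO without peptide and 100% = 100 nM NTR1 peptide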
Target sequence (P30989 whole entry, looked up): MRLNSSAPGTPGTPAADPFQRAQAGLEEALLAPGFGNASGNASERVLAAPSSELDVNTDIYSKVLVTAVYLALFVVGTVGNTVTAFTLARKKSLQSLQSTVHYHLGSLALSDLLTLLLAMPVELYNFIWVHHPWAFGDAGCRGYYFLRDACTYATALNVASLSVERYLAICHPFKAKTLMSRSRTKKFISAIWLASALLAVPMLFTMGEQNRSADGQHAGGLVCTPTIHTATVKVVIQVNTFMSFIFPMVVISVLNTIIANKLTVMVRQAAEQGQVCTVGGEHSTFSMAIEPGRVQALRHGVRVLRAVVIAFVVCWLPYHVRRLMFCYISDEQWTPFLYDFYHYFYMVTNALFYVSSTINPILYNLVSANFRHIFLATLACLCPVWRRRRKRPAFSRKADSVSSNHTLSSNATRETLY
NS5 inhibitors: Dengue-2 NS5 methyltransferase inhibitors, primary screen, biochemical, confirmation dose response (AID 588689). Genome polyprotein (Dengue virus type 2 (strain 16681-PDK53)). Dengue-2 NS5 methyltransferase capping enzyme assay, biochemical; higher % means a stronger effect. inhibition, % at 25 µM; hits with a dose series show IC50 in µM. 0.3% of 340,000 active; in the data active means a potency from the dose series; inconclusive means inhibition above about 29% without an active follow-up result
West Nile antiviral: West Nile virus antiviral activity, cell-based, CPE readout (AID 1621). West Nile virus-infected cells, CPE inhibition; higher % means a stronger effect. CPE inhibition, % at 10 µM; hits with a dose series show IC50 in µM. 0.02% of 290,000 active; in the data active means a potency from the dose series; inconclusive means CPE inhibition mostly from about 3.7% at the one dose, without a potency; inactive means the rest, 99 in 100 with CPE inhibition below about 2.2%; further: strong numbers were not always called active
T cell modulator vesicle-bound %: recorded beside T cell modulator, whose call it bears; double positive events, %; measured here: CD8+ vesicle-bound cell fraction;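 binding gate set so that unloaded-vesicle control wells show 10% double positive cells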
NTR1 ag cell count 20 µM: also measured in NTR1 ag; calls as there; cell count; measured here: cell count, cytotoxicity flag
NS5 inhibitors pilot replicate: further read-out of NS5 inhibitors, marked with its call; inhibition, %; measured here: pilot screen replicate inhibition
* marks the source's active call; other numbers are inactive results; i = inactive; u = inconclusive; x = not tested or not shown; & = joins results of further samples; [ ] = another dose, or the depositor's remark.

SMILES	UTI89 phage lysis	T cell modulator	T cell modulator vesicle-bound %	Salmonella PhoP GFP	Large T inhibition	RSV antiviral HEp-2	Rac1 GTP hydrolysis	NTR1 ag	NTR1 ag cell count 20 µM	NS5 inhibitors	West Nile antiviral	others
Cc1noc(C)c1CSCC(=O)Nc1nnc(CC(C)C)s1	0.1%	i	29	1%	5%	2.9%	7%	-1.0	49	5%	0.1%
CC(=O)C1=C(O)C(=O)N(c2cccc(C(=O)O)c2)C1c1ccccc1F (centres undefined)	-0.1%	x	x	-4%	5%	x	1%	x	x	2%	0.3%
CCC(=O)c1ccc(O)c(OC)c1	5.9%	i	25	1%	9%	0.5%	u	-2.4	71	-7%	-0.2%&0.2%
C/C(CCC12CC3CC(CC(C3)C1)C2)=N\NC(N)=S	-0.1%	i	8	-2%	4%	2.0%	8%	4.2	57	-6%	-0.3%
CC(C)(C)c1cc(C(=O)NCc2cccnc2)ccn1	-1.7%	i	29	2%	0%	-1.0%	-6%	-2.0	94	2%	-1.1%
COc1ccccc1NC(=S)N1CCC(NC(=O)NC23CC4CC(CC(C4)C2)C3)CC1	6.0%	i	18	0%	1%	1.5%	4%	-0.2	43	-7%	-0.9%
O=C(COc1ccc(S(=O)(=O)N2CCCC2)cc1)NCC1CCCO1 (centres undefined)	-0.3%	i	47	0%	24%	1.3%	2%	-1.3	24	1%	-0.4%
COc1ccc(C2/C=C\CN3CCC[C@H]3C(=O)N2Cc2ccc(F)cc2)cc1 (some centres undefined)	0.1%	x	x	x	x	x	5%	1.7	50	-10%	x	NS5 inhibitors pilot replicate=-7.3
CC(=O)c1cc2c(cc1N/C(=N/S(=O)(=O)c1ccccc1)c1ccc(Cl)cc1)OCO2	5.1%	i	44	9%	14%	3.2%	0%	15	59	-4%	-0.8%
CCCCCCSc1cc(C)nc2ncnn12	-0.1%	i	32	-5%	2%	1.3%	2%	6.9	58	-1%	-0.5%
Cc1ccc(NC(=O)Nc2ccnc(-c3cccnc3)n2)cc1	0.0%	i	5	-1%	9%	1.9%	6%	23	44	-4%	u
Cc1ccc(S(=O)(=O)N2CCOCC2)cc1C(=O)NNC(=O)c1ccoc1C	-0.1%	i	55	4%	8%	0.4%	1%	1.2	51	-1%	-0.3%
Cc1ccc([N+](=O)[O-])c(OCCCNCC(C)O)c1 (centres undefined)	0.4%	i	20	-1%	13%	-1.7%	21%	0.6	52	-1%	-0.1%
CCCCn1c(N)c(N(Cc2ccccc2OC)C(=O)c2cc(=O)[nH]c3ccccc23)c(=O)[nH]c1=O	0.8%[50 µM]	i	22	-5%	14%	-0.7%	3%	0.1	68	-1%	x
COc1cccc(OCCOCCOc2ccc(C)cc2[N+](=O)[O-])c1	-3.6%	i	17	2%	6%	8.7%	10%	-1.7	60	-4%	-0.6%
CN(C(=O)c1cccs1)c1ccc(OCC(=O)N2CCC(C(N)=O)CC2)cc1	0.4%	i	21	1%	8%	18%	9%	-0.7	34	-3%	0.8%
COC(=O)C(O)(CC(=O)Nc1ccccc1OC)C(F)(F)F (centres undefined)	-0.1%	i	5	0%	4%	1.2%	5%	-0.1	90	-5%	0.6%
Cn1c(=O)cc(SCC(=O)N2CCN(C3CCCCC3)CC2)c2ccccc21	-0.1%	i	28	x	9%	-3.1%	17%	-2.4	54	-4%	x
Cc1nonc1C1CCCN1C(=O)c1cc(COc2cccc(C(F)(F)F)c2)on1 (centres undefined)	0.1%	i	18	11%	3%	14%	-13%	1.6	60	-4%	-0.4%
O=C(N/C(=C\c1ccc(Br)cc1)c1nc2ccccc2[nH]1)c1ccco1	-0.3%	i	55	-4%	6%	1.4%	5%	-2.6	38	-6%	-0.5%
O=C(C(Cc1ccccc1)n1cccc1)N1CCc2ccccc21 (centres undefined)	0.7%	i	54	-6%	4%	0.6%	10%	3.7	83	0%	-0.3%
Cc1nc(C(=O)NNC(=O)Nc2ccccc2)cs1	x	i	15	-13%	19%	1.9%	x	0.8	48	x	0.6%
NC1=NC(=Nc2cccc(Cl)c2)c2ccccc21	2.3%	i	46	38%	7%	1.2%	3%	2.9	50	-1%	-0.8%
COC(=O)[C@]1(C)N[C@H](CN(C)C(=O)Nc2ccc(C)cc2)[C@@H]2C(=O)N(Cc3ccccc3)C(=O)[C@@H]21	0.4%	i	10	x	x	x	2%	0.7	44	0%	x	NS5 inhibitors pilot replicate=2.1
O=C(Nc1nccs1)c1ccc2c(c1)C(=O)N(Cc1cccnc1)C2=O	-0.1%	i	69	2%	2%	1.4%	8%	0.0	71	-9%	-0.2%

Molecules from the list above containing a Cl atom:
SMILES	UTI89 phage lysis	T cell modulator	T cell modulator vesicle-bound %	Salmonella PhoP GFP	Large T inhibition	RSV antiviral HEp-2	Rac1 GTP hydrolysis	NTR1 ag	NTR1 ag cell count 20 µM	NS5 inhibitors	West Nile antiviral	others
CC(=O)c1cc2c(cc1N/C(=N/S(=O)(=O)c1ccccc1)c1ccc(Cl)cc1)OCO2	5.1%	i	44	9%	14%	3.2%	0%	15	59	-4%	-0.8%
NC1=NC(=Nc2cccc(Cl)c2)c2ccccc21	2.3%	i	46	38%	7%	1.2%	3%	2.9	50	-1%	-0.8%

Remaining list, next part.
SMILES	UTI89 phage lysis	T cell modulator	T cell modulator vesicle-bound %	Salmonella PhoP GFP	Large T inhibition	RSV antiviral HEp-2	Rac1 GTP hydrolysis	NTR1 ag	NTR1 ag cell count 20 µM	NS5 inhibitors	West Nile antiviral	others
COc1ccc(C2/C(=C(/O)c3ccc(Cl)cc3)C(=O)C(=O)N2CCN2CCOCC2)c(OC)c1 (centres undefined)	0.6%	i	54	-5%	7%	0.3%	5%	-0.6	48	1%	x
Cc1ccc(-n2cccc2/C=C2\C(=N)N3N=C(C(C)C)SC3=NC2=O)cc1	-0.3%	i	17	-1%	5%	18%	2%	3.1	81	1%	0.4%
O=C(Nc1ccccc1)c1ccc(F)cc1F	1.0%	i	28	12%	6%	1.1%	4%	-6.2	54	-10%	0.1%
O=C(CCCn1c(=O)c2cccn2c2cccnc21)NCc1cccc(Br)c1	-0.1%	i	43	0%	8%	9.3%	-25%	0.8	63	1%	1.8%
Cc1nn(-c2ccccc2)c2c1C(c1cccs1)C(C#N)=C(N)O2 (centres undefined)	-3.5%	i	15	6%	12%	1.3%	u	1.8	56	>100µM*	-0.2%
O=C(Nc1ccncc1)c1cccs1	-2.0%	i	32	8%	14%	0.7%	1%	2.2	62	2%	0.3%
CCCC1=[N+](CC)CCn2c(C)ccc21	-0.1%	i	22	-22%	5%	1.4%	6%	-0.9	48	-1%	-0.7%
Cc1ccc(C(=O)NN2CCOCC2)cc1	0.8%	i	48	-7%	4%	0.7%	0%	4.3	91	-3%	0.0%
O=C(NC(=S)NCc1ccco1)c1ccccc1[N+](=O)[O-]	1.1%[50 µM]	i	12	6%	10%	2.2%	4%	1.5	57	7%	-0.8%
COc1ccc(N(CC(=O)N/N=C/c2ccc3c(c2)OCO3)S(=O)(=O)c2ccc(NC(C)=O)cc2)cc1	0.5%	i	62	-4%	17%	0.5%	9%	1.2	85	-10%	0.5%
NC(=O)c1cc2ccccc2o/c1=N\NC(=O)c1ccco1	0.4%	i	38	-4%	10%	1.3%	16%	-0.6	60	-10%	0.7%
COc1ccc(C)cc1C1=CC(=O)C[C@H](c2ccc(F)cc2)C1	0.2%	i	24	x	x	4.3%	4%	2.2	50	-2%	x
O=C(O)C(Oc1ccc2c3c(c(=O)oc2c1)CCC3)c1ccccc1 (centres undefined)	-0.8%	i	35	10%	7%	1.5%	7%	1.6	52	-12%	0.1%
O=C(N/N=C/c1cc(Br)ccc1O)c1cccc(N2CCCC2=O)c1	-2.5%	i	41	4%	-1%	16%	8%	0.9	64	-2%	-1.5%
O=c1cc(N2CCCC2)[nH]c(=O)n1-c1ccc(Cl)cc1	-0.1%	x	x	4%	8%	2.1%	9%	1.2	43	-4%	0.2%
COc1ccc(NC(=O)CN(C)C(=O)C2CC(=O)N(c3cccc4ccccc34)C2)cc1 (centres undefined)	0.3%[50 µM]	i	28	x	x	1.6%	7%	-1.7	67	0%	x
COc1ccccc1CNC(=O)[C@@H]1CCCN1S(=O)(=O)c1ccccc1F	-0.9%	i	26	1%	5%	1.9%	4%	-1.0	52	-7%	-0.5%
CCCNC(=O)Cn1cc(S(=O)(=O)N2CCCC2)c(S(=O)(=O)N2CCCC2)c1	2.4%	i	41	-4%	11%	0.5%	10%	-0.1	78	-12%	-0.6%
CCOc1cc2c(cc1/C=C(/C#N)c1ccc(C(=O)O)cc1)OCO2	-4.2%	i	48	4%	9%	0.0%	6%	0.5	92	-4%	0.9%
Cc1cscc1NC(=O)/C=C/C(=O)O	x	i	25	13%	2%	x	x	0.2	37	x	-0.3%
O=C(CNc1ccc(C(F)(F)F)cc1[N+](=O)[O-])OCC(=O)c1ccccc1	0.7%	i	46	9%	6%	2.4%	0%	0.9	50	1%	0.1%
CS(=O)(=O)N1CCC(C(=O)NCc2ccc3c(c2)OCO3)CC1	0.5%	i	43	-5%	16%	2.0%	-2%	-1.1	68	-2%	0.1%
CCN(CC(=O)Nc1ccc2c(c1)OCCO2)C(=O)c1ccc(S(=O)(=O)N(C)C)cc1	0.3%[50 µM]	i	50	6%	-2%	0.3%	1%	-0.6	78	-1%	x
O=C(/C=C\NCC(=O)c1ccccc1)c1ccccc1	0.8%	i	30	22%	7%	0.6%	1%	-3.8	83	-6%	-0.4%
COc1ccc(CCNC(=O)CCNC(=O)c2ccco2)cc1	2.4%[50 µM]	i	30	0%	7%	1.4%	4%	2.0	48	-5%	0.8%
O=C(Nc1ccc(Br)c(C(F)(F)F)c1)c1ccc(C(F)(F)F)cc1	x	i	54	-4%	13%	x	x	16	54	x	u
CCN(CCCNC(=O)C1CCN(S(=O)(=O)c2cccc3nonc23)CC1)Cc1ccccc1	0.2%	i	40	-3%	3%	0.5%	9%	-0.7	53	6%	-0.2%
CCN1CCN(Cc2ccc(OC)c(OCc3ccccc3)c2)CC1	3.3%	i	40	-1%	4%	0.4%	4%	1.2	69	-3%	-0.5%
